High-throughput results as filed in PubChem BioAssay.
AID inhibitor: blocks human AID cytidine deaminase activity | Potency, µM (top dose mostly 115 µM), for inactives: top-dose activity change, negative = inhibition, most hits filed as inhibitors | Q9GZX7 | AID deamination FRET fluorescence, UDG-coupled, 4 h | AID 1347428 | 0.32% of 91,000 active; note: nearly all actives have a fitted effect of over 25% in size
Target sequence (Q9GZX7 whole entry, looked up): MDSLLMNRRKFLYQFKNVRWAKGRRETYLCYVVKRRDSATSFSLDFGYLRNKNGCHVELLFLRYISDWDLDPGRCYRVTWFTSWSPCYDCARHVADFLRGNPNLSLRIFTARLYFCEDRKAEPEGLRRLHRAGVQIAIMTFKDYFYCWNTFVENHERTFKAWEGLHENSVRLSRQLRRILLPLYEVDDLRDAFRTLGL
UDG counter: blocks uracil-DNA glycosylase in AID counter-screen. FRET deamination/UDG coupled assay, UDG read, 4 h. Potency, µM (doses to about 115 µM), for the others: at the highest dose activity change, negative = inhibition, usual class: inhibitors. 0.14% of 91,000 active. AID 1347430; note: nearly all actives have a fitted effect of over 65% in size
An asterisk follows results filed as active; ? = inconclusive; [ ] = dose if it differs, or a comment. Calls come from the whole dose curve; as a rule, active = well fitted curve in the direction sought with a large enough effect; inconclusive = small, poorly fitted or top-dose-only effect, or another doubt; inactive = no such curve, though single readings can be large; an effect the other way counts as inactive or inconclusive. % is set by controls: 0 for no effect and ±100 for the full control effect; potency is the fitted concentration of half-maximal effect.

SMILES	AID inhibitor	UDG counter
C=C(C)Cn1c(NCCC)nc2c1c(=O)[nH]c(=O)n2C	0%	1%
CCOC(=O)c1oc2c(c1C)/C(=N\O)CCC2	-1%	-2%
O=[N+]([O-])c1ccc(Cl)c(/C=N/Nc2nc(Cl)c(Cl)cc2Cl)c1	?	-11%
COC(=O)C(CCSC)NC(=O)c1c(C)oc2ncn(CC(C)C)c(=O)c12 (configuration not stated)	-17%	13%
Cc1ccc(CN(CCc2ccccc2)C(=O)c2ccc(C#N)cc2)s1	-19%	0%
COc1ccc(F)cc1C(=O)/C=C/c1ccc(SC)cc1	?	-7%
CCOC(=O)CCCNC(=S)Nc1c(C)cccc1C	-3%	-1%
CCOC(=O)c1ccc(NC(=O)COC(=O)c2cn(CC)c3nc(C)ccc3c2=O)cc1	21%	0%
COc1cccc(C2CC(=O)Nc3c2c(=O)n(C)c2nc4ccccc4n32)c1OC (configuration not stated)	-13%	-3%
NC(=O)C1CCN(C(=O)c2cc(-c3ccc(-c4ccccc4)cc3)nc3ccccc23)CC1	3%	1%
Cc1ccc(NC(=O)c2ccc(-c3ccccc3)s2)cc1	0%	-8%
CCN(Cc1ccc(C(N)=O)cc1)C1CCCC1	-4%	3%
CCn1nc(C(=O)N2CCNC(=O)C2)c2ccccc2c1=O	4%	4%
COc1ccc(NC(=O)CCc2nnc3n(Cc4ccccc4Cl)c(=O)c4ccccc4n23)cc1	3%	-7%
Cc1ccc(NC(=S)NCCc2ccccc2)cc1	-6%	-3%
COc1ccc(-c2nc(CN3CCCC3c3nnc4ccccn34)co2)cc1 (configuration not stated)	-14%	-5%
CC(=O)N1C2C=CC(C2)C1(C(F)(F)F)C(F)(F)F (configuration not stated)	-6%	0%
CNC(=O)CN(C)c1nc(-c2ccncc2)nc2ccccc12	15%	0%
Cn1cnc(S(=O)(=O)N2CCC(C(=O)Nc3ccc(Cl)c(C(F)(F)F)c3)CC2)c1	1%	2%
Cc1cc(C)n(-c2nc3ccccc3nc2Nc2ccc(Cl)c(Cl)c2)n1	20%	6%

Overlap with the part before: 4 compounds; new compounds follow.
SMILES	AID inhibitor	UDG counter
CC(=O)N1C2C=CC(C2)C1(C(F)(F)F)C(F)(F)F (configuration not stated)	-6%	0%
CNC(=O)CN(C)c1nc(-c2ccncc2)nc2ccccc12	15%	0%
Cn1cnc(S(=O)(=O)N2CCC(C(=O)Nc3ccc(Cl)c(C(F)(F)F)c3)CC2)c1	1%	2%
Cc1cc(C)n(-c2nc3ccccc3nc2Nc2ccc(Cl)c(Cl)c2)n1	20%	6%
COc1ccc(OC)c(NC(=O)Cn2cnc3onc(-c4ccc(Cl)cc4)c3c2=O)c1	28%	-11%
CSc1ccc(CN(C)C(=O)c2cc(F)cc(F)c2)cc1	-5%	10%
NC(=O)c1cc[n+](CC2=C(C(=O)O)N3C(=O)[C@@H](NC(=O)[C@@H](c4ccccc4)S(=O)(=O)[O-])[C@H]3SC2)cc1	-4%	-3%
Cc1cccc(-c2nc(C#N)c(NCCCN(C)C)o2)c1	-4%	-9%
CCOC(=O)c1ccc(NC(=O)CCCn2nc(C)c3sc4ccccc4c3c2=O)cc1	-23%	?
Cc1ccccc1Cn1c(CN2CCC(C(=O)NCc3ccc(Cl)cc3)CC2)cc2ccccc21	-2%	?
Nc1ccccc1C(=O)Nc1ccccn1	-12%	-9%
COCCNC(=O)CCN1C(=O)c2cccnc2Oc2ccc(C)cc21	-2%	-3%
Cc1cccc2c(=O)cc(CSc3ccccc3NC(=O)c3cccc(F)c3)[nH]c12	6%	-6%[57.5 µM]
COc1cccc(C(=O)N2c3cc(C)ccc3C(C)(c3ccccc3)CC2(C)C)c1 (configuration not stated)	-1%[57.5 µM]	-1%[57.5 µM]
CC(CNC(=O)c1ccc(Cn2c(=O)c3cccn3c3cccnc32)cc1)c1ccccc1 (configuration not stated)	4%	9%
Cc1cc2oc(=O)cc(COC(=O)c3n[nH]c4ccccc34)c2cc1Cl	-3%	3%
Cc1ccc(OCC(O)Cn2c(N(C)Cc3ccccc3)nc3c2c(=O)[nH]c(=O)n3C)cc1 (configuration not stated)	1%	8%
CCNc1c(NC(=O)NCc2ccc(C)cc2)c(=O)oc2ccccc12	-14%	-1%
CCOC(=O)c1ccc(Oc2c(C)oc3cc(OC(=O)c4ccc5c(c4)OCO5)ccc3c2=O)cc1	-2%	-8%
Cc1c(-c2ccccc2)oc2c(C(=O)OCC(=O)OC(C)(C)C)cccc2c1=O	-16%	-4%
CCOc1ccc(C2NC(=O)NC(CS(=O)(=O)c3cc(Cl)ccc3OC)=C2C(=O)OC)cc1 (configuration not stated)	-11%	2%
c1ccc(N2CCN(c3nc(N4CCCCC4)c4nccnc4n3)CC2)cc1	-19%	-8%
CCCSc1nn(CCCN(C)C)c2nc3sc4c(c3c(=O)n12)CCCC4	7%	2%
COc1ccc2nc(SCC(=O)N(Cc3ccccc3)C3CCS(=O)(=O)C3)[nH]c2c1 (configuration not stated)	-21%	2%
Cc1ccc(Nc2nc(-c3cc4ccccc4oc3=O)cs2)cc1C	-4%	-2%
Cc1cc(-c2ccc(C)c(S(=O)(=O)NCC3CCN(Cc4ccccc4F)CC3)c2)on1	-17%	-4%
Cc1cc(C)cc(NC(=O)C(Nc2ccc3oc(C)nc3c2)c2ccccc2)c1 (configuration not stated)	-14%	-17%
COC(=O)c1sccc1S(=O)(=O)N(CC(=O)Nc1ccc(C)c(F)c1)c1ccc(C)c(C)c1	4%	-2%
Oc1cccc2[nH]ncc12	15%	-2%
CCOc1ccc2c(c1)c(C(C)=O)c(C)n2-c1ccccc1C	-14%	-1%
CCOc1ccccc1NC(=O)Cn1nc2c3cc(F)ccc3n(Cc3cccc(C)c3)cc-2c1=O	?	?
COc1ccc(C)cc1NC(=O)c1oc2ccc(S(=O)(=O)N(C)C3CCCCC3)cc2c1C	-6%	-10%
CCOC(=O)c1c(C)oc2nc(C)nc(NCC3CCN(Cc4cccc(C)c4)CC3)c12	7%	2%
CCCc1cc(=O)oc2cc(OS(=O)(=O)c3ccc(C(C)=O)cc3)ccc12	-6%	3%
Cc1ccc(C)c(S(=O)(=O)c2nnn3c2nc(N2CCN(C)CC2)c2sccc23)c1	?	?
COc1ccc(Nc2cc(C)c3cc(NC(=O)Cc4c(F)cccc4Cl)ccc3n2)cc1	31%[activator]	0%
Cc1cc(C)cc(NC(=O)Nc2c[nH]c(=O)[nH]c2=O)c1	77%[activator]	-8%
CNC(=O)c1ccccc1OCc1coc(-c2ccc(OC)cc2)n1	-8%	-5%
COc1ccc(NC(=O)C(C)n2c(C)c3cnn(-c4ccccc4)c(=O)c3c2C)cc1Cl (configuration not stated)	3%	7%
CCCCCN1C(C(=O)c2ccccc2)=C(NC(=O)c2ccc(OC)cc2)c2ccccc2S1(=O)=O	-23%[57.5 µM]	-17%[57.5 µM]
Cc1ccc2c(-c3cc4ccccc4o3)cc(=O)oc2c1	1%	1%
CN(C)CC1CCCN1 (configuration not stated)	4%	3%
CCCNC(=O)CSc1nc2ccccc2nc1Cc1ccc(Cl)cc1	9%	-8%
COC(=O)C1=C(c2ccccc2)c2ccccc2S(=O)(=O)N1CC(=O)Nc1ccc(OC)cc1OC	5%	-1%
O=C(CSc1nc(=O)[nH]c2c1CCCC2)NCc1ccc(Cl)cc1	-5%	-5%
Cc1cc(=O)[nH]c2nnc(SCC(=O)Nc3cc(C(F)(F)F)ccc3Cl)n12	-16%	1%
CCCCOC(=O)c1ccc(NC(=O)c2ccc3c(c2)CCN3S(C)(=O)=O)cc1	6%	-7%
CCOc1ccc(C(=O)Nc2ccc(-c3nnc4n3CCCCC4)cc2)cc1OCC	3%	3%
Cc1ccc(CNS(=O)(=O)c2ccc(-c3cc(C(F)(F)F)on3)s2)cc1	6%	-8%
C/C(=N/Nc1ccc(S(N)(=O)=O)cc1[N+](=O)[O-])c1ccccc1Cl	-8%	-5%
COc1ccc(CNC(=O)c2cc3cc4ccc(C)cc4nc3o2)cc1	25%	-6%
COC(=O)CCN(Cc1cccc(C)c1)CC(C)C	3%	-3%
CCOc1ccccc1NC(=O)c1c(NC(=O)c2ccncc2)sc2c1CCC(C(C)(C)C)C2 (configuration not stated)	-20%[57.5 µM]	-13%[57.5 µM]
CCc1ccc(-n2ccc3nc(N4CCCC4)ncc3c2=O)cc1	-5%	2%

Part of the list above in order of heavy-atom count, descending:
SMILES	AID inhibitor	UDG counter
CCCCOC(=O)c1ccc(NC(=O)c2ccc3c(c2)CCN3S(C)(=O)=O)cc1	6%	-7%
Cc1ccc(CNS(=O)(=O)c2ccc(-c3cc(C(F)(F)F)on3)s2)cc1	6%	-8%
C/C(=N/Nc1ccc(S(N)(=O)=O)cc1[N+](=O)[O-])c1ccccc1Cl	-8%	-5%

(further entries)
SMILES	AID inhibitor	UDG counter
CC(=O)c1c(C)[nH]c(C(=O)C(C)OC(=O)c2cnccn2)c1C (configuration not stated)	0%	-4%
COc1cccc(CNC(=O)c2ccc(CS(=O)Cc3ccc(Cl)cc3)o2)c1 (configuration not stated)	-10%	-3%
Cc1c(C(=O)NCc2cccc(Br)c2)oc2ccc3c(c12)C(=O)CC(C)(C)O3	?	-8%
COc1cc(Cl)c(C)cc1NC(=O)Cn1ncc2c(=O)oc3ccccc3c21	3%	-2%
COC(=O)c1scc(-c2ccc(C)cc2)c1S(=O)(=O)N1CCN(c2ccc(F)cc2)CC1	1%	-4%
CCC(=O)N1CCc2cc(OC)c(OC)cc2C1COc1ccccc1OC (configuration not stated)	149%[activator]	0%
Cc1noc(C)c1COc1ccc(C(=O)Nc2ccccc2)cc1	3%	0%
O=C(NCc1cccs1)c1ccc(Cn2c(SCc3ccccc3)nc3cccnc32)cc1	-6%	-10%
Cc1ccc(C)c(NC(=O)Cc2ccsc2)c1	-2%	-6%
CCC(=O)N1CCN(c2ccc(Cl)cc2NC(=O)c2ccccc2Br)CC1	-11%	-2%
Cc1ccc(Cl)cc1N1CCN(C(=O)CCNS(=O)(=O)c2ccc3c(c2)CCN3C(=O)C2CC2)CC1	-16%	-3%
CCOc1ccccc1N1CCN(S(=O)(=O)c2cnn(CC)c2)CC1	-9%	-3%
CC(C)(C)c1ccc(C(=O)Nc2onc3c2CCCC3)cc1	2%	10%
C#CCNC(=O)C(C)N1CCC(CO)CC1 (configuration not stated)	-3%	-9%
CCc1cccc(CC)c1NC(=O)COC(=O)c1cc(OC)c(OC)cc1OC	-7%	-5%
CCCCCC(C=O)CCC(=O)c1ccc(Br)cc1 (configuration not stated)	-5%	1%
CN(C)c1ccc(C(CNC(=O)c2c(F)cccc2Cl)N2CCOCC2)cc1 (configuration not stated)	-15%	11%
Cc1nc(-c2ccc(F)cc2)sc1CCNC(=O)c1ccc(C(C)(C)C)cc1	16µM*	-13%
O=C(CCS(=O)(=O)c1cc2c(cc1Cl)NC(=O)CO2)NCc1ccccc1	15%	12%
Cc1ccc(N2CCN(C(=O)NCc3noc4ccc(C)cc34)CC2)c(C)c1	?	-18%
CN(C)CCN(Cc1ccccc1)S(=O)(=O)c1ccc2[nH]c(=O)ccc2c1	-1%	2%
Cc1ccc(C)c(-c2cc(C(=O)O)c3cc(C)cc(C)c3n2)c1	-12%	-4%
Cc1cc(-c2ccc(C)c(S(=O)(=O)N(C(C)C)C3CCCCC3)c2)on1	?	-13%
CCOc1cc(C)c(S(=O)(=O)N2CCCC2)cc1C(C)C	-17%	-2%
Cc1ccc(Cl)cc1NC(=O)C1CCN(C(=O)c2cnn(-c3ccccc3)c2-n2cccc2)CC1	?	-19%
COc1cccc2sc(N(Cc3cccnc3)C(=O)C3CCCCC3)nc12	-30%	-8%
CCCc1c(C)nc2c(C)cccc2c1SCCC(=O)O	-2%	-1%
Cc1cc(C)cc(Nc2cc(C)nc3nc(-c4ccco4)nn23)c1	?	-9%
Cc1ccc(OCc2nc(C#N)c(NCc3ccccc3Cl)o2)cc1	51%[activator]	8%
O=C(NCCc1ccccc1)C1CCN(Cc2cc3ccccc3n2Cc2cccc(Cl)c2)CC1	-6%	-21%[57.5 µM]
Cc1oc2ccc(O)c(CN3CCCC3)c2c1C(=O)Nc1ccc(C(C)C)cc1	-1%	3%
CCCCn1cnc2c1c(=O)n(CC(=O)NC1CCC(C)CC1)c(=O)n2CCC (configuration not stated)	8%	3%
CCCC1=C(C(=O)OCC)C(c2cccc(Cl)c2Cl)NC(=O)N1C (configuration not stated)	1%	8%
O=C(NCCc1ccccc1)C(=O)Nc1cccc(Br)c1	-9%[57.5 µM]	6%[57.5 µM]
CCOC(=O)C(NC(C)=O)C(=O)OCC	1%	1%
O=C(COc1ccccc1)Nc1ccccc1C(=O)c1ccccc1	-6%	2%
COC(=O)C1=C(C)N(c2cccc(C)c2)C(=S)NC1c1ccc(-n2ccnc2)cc1 (configuration not stated)	-4%	0%
CCN(CC)CCOCCOC(=O)C1(c2ccccc2)CCCC1	5%	6%
CCc1nc(SCC(=O)Nc2ccccc2C(=O)OC)c2oc3ccccc3c2n1	-3%	-5%
Nc1nccnc1C(=O)Nc1ccccn1	-2%	-6%
COc1ccc(OCC(=O)N/N=C/c2ccc(O[C@@H]3O[C@H](CO)[C@@H](O)[C@H](O)[C@H]3O)cc2)cc1	-1%	5%
O=C(NC1CC(=O)N(c2cccc(F)c2)C1)c1ccc(S(=O)(=O)N2CCCCC2)cc1 (configuration not stated)	5%	-5%
CC(=O)N/C(=C\c1ccccc1)C(=O)O	-2%	-6%

Structures listed above printed as active in AID inhibitor.
compound | AID inhibitor
Cc1nc(-c2ccc(F)cc2)sc1CCNC(=O)c1ccc(C(C)(C)C)cc1 | 16µM*

Not all compounds are listed; count on the stated rates, not on these rows.
